High-throughput results as filed in PubChem.
GALK inhibitor: qHTS Assay for Inhibitors of Human Galactokinase (GALK). Purified GALK, Kinase-Glo residual ATP luminescence. Potency, µM (highest dose often 57.5 µM), inactives show at the highest dose activity change, negative = inhibition, most hits filed as inhibitors. 0.007% of 270,000 active. AID 1868, 2009; further: potency means the concentration at half of the fitted maximal effect
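Galactose (100 uM) and ATP (35 uM) were turned over by 5 nM GALK for 1 h at RT. Kinase-Glo Plus then converted the remaining ATP into a luminescent signal.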
uPA surface inh: qHTS for Inhibitors of Cell Surface uPA Generation | cell surface uPA generation assay, qHTS | Potency, µM (highest dose often 38.3 µM), inactives show top-dose activity change, negative = inhibition, actives largely listed as inhibitors | 0.31% of 330,000 active | AID 540303, 2011; active means well fitted inhibition curve with a large enough effect; inconclusive means small, poorly fitted or top-dose-only effect; inactive means no such curve, though single readings can be large or run the other way; tested in mouse RAW 264.7 cells; further: potency means the concentration at half of the fitted maximal effect; nearly all actives have a fitted effect of over 55% in size
hERG WT inh: qHTS for Inhibitors of KCHN2 3.1: Wildtype qHTS | U2OS, BacMam KCNH2, thallium flux FluxOr; hits give low values | activity change, % at 1.84 µM | Voltage-gated inwardly rectifying potassium channel KCNH2 (Homo sapiens), Q12809 | 0.37% of 340,000 active;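 active means maximum activity change below -70%; inconclusive means maximum activity change between -70% and -50%; inactive means maximum activity change above -50%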
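U2OS cells transduced with wild-type KCNH2 virus are loaded with FluxOr dye for 45 min, and thallium flux is measured in kinetic reads before and after stimulation buffer. Rate constants are normalized to DMSO controls.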
KCNH2 3.1 block: qHTS for Inhibitors of KCHN2 3.1: Mutant qHTS; Potassium voltage-gated channel subfamily H member 2, brain isoform KCNH2 3.1 (human); U2OS KCNH2 3.1, thallium flux FluxOr; hits give low values; activity change, % (tested at about 1.8 µM); 0.95% of 340,000 active; AID 720553, 2013;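 active means maximum activity change below -70%; inconclusive means maximum activity change from -70% to -50%; inactive means maximum activity change above -50%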;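 further: thallium influx rate constant from kinetic fluorescence after stimulation buffer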
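FluxOr-based Tl+ influx in U2OS cells transduced with KCNH2 3.1 virus; rate constants normalized to DMSO controls.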
BCR signal inh: qHTS Assay to Find Inhibitors of Chronic Active B-Cell Receptor Signaling; ABC-DLBCL IkBa-CBG/CBR reporter, luminescence ratio, 4 h; Potency, µM (top dose mostly 46.1 µM), for the others: at the top dose ratio change, negative = lower green/red ratio, most hits filed as inhibitors; 0.05% of 340,000 active; AID 493014, 2011; active means well fitted inhibition curve with a large enough effect in the signal ratio, with a control signal flat, not every such curve was filed as active; inconclusive means small, poorly fitted or top-dose-only effect, or effect the other way, or a change in a side signal; the % refers to the signal ratio;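 further: potency means the concentration at half of the fitted maximal effect; plate controls were basal doxycycline-induced cells for no effect and cells given 10 µM MG132 for full effect; MG132 reads +100%, hits lower the ratio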
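Compounds up to 46 uM were incubated four hours with TMD8 cells whose green CBG68 luciferase is fused to IkappaBalpha; red CBR luminescence normalised the signal, and concentration-effect curves were fitted to fusion, red and ratio data.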
USP2a inh: qHTS Assay for Inhibitors of Ubiquitin-specific Protease USP2a Using CHOP2 as the Reporter; Ubiquitin carboxyl-terminal hydrolase 2 (Homo sapiens), O75604; USP2 core, Ub-CHOP2 coupled fluorogenic reporter, 485/531; Potency, µM (highest dose often 38.3 µM), inactives show at the highest dose activity change, negative = inhibition, actives largely listed as inhibitors; 0.01% of 330,000 active;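 further: potency means the concentration at half of the fitted maximal effect; plate controls were DMSO wells for no effect and full inhibition by NEM control for full effect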
Target sequence (O75604 whole entry, looked up): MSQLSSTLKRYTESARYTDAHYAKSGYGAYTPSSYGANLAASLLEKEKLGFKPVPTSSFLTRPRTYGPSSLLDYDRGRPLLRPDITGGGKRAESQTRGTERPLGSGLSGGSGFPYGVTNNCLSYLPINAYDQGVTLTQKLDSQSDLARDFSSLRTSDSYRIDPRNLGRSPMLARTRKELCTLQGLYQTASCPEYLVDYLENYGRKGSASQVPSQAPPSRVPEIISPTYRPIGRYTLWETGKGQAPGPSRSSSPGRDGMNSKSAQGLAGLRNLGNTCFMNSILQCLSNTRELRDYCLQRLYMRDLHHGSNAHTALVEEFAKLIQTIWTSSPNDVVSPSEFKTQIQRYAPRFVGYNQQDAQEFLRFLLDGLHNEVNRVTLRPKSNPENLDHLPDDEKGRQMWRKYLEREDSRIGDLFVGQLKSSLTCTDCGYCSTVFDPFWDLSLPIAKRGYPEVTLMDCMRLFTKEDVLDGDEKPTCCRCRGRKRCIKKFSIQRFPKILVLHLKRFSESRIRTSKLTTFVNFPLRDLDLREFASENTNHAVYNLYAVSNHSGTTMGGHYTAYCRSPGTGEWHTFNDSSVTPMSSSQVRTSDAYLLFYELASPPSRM
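Deubiquitinase activity read as fluorescence (485/531 nm) after Ub-CHOP2 cleavage activates the enterokinase reporter on its substrate; USP2 core 10nM, Ub-CHOP2 and substrate 25nM each, 30min compound preincubation then 60min RT; data normalized to NEM, curves fitted.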
PKM2 act: qHTS Assay for Activators of Human Muscle isoform 2 Pyruvate Kinase | Pyruvate kinase PKM (Homo sapiens), P14618 | purified PKM2, Kinase-Glo ATP luminescence, activation; response scale: 0% is enzyme alone, no compound | Potency, µM (series often up to 57.5 µM), without a hit: at the highest dose activation, usual class: activators | 0.34% of 260,000 active | AID 1631, 2009; further: potency means the concentration at half of the fitted maximal effect; nearly all actives have a fitted effect of over 55% in size
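Purified hPK-M2 (>95% pure) converted ADP (0.1 mM final) to ATP with 0.5 mM PEP in 50 mM imidazole pH7.2, KCl, MgCl2, Tween 20, BSA; 1 h at room temperature. ATP detected by Kinase-Glo luminescence.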
B2AR arrestin: qHTS assay of beta-arrestin-biased ligands of beta2-adrenergic receptor; Beta-2 adrenergic receptor (Homo sapiens), P07550; beta-arrestin recruitment to beta2AR, cell-based reporter; Potency, µM (top dose mostly 46.1 µM), inactives show at the top dose activation, actives largely listed as activators; 0.02% of 330,000 active; AID 492947, 2010;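 further: potency means the concentration at half of the fitted maximal effect; 0% = DMSO controls and full agonism = EC100 isoproterenol or metaproterenol; nearly all actives have a fitted effect of over 65% in size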
Target sequence (P07550 whole entry, looked up): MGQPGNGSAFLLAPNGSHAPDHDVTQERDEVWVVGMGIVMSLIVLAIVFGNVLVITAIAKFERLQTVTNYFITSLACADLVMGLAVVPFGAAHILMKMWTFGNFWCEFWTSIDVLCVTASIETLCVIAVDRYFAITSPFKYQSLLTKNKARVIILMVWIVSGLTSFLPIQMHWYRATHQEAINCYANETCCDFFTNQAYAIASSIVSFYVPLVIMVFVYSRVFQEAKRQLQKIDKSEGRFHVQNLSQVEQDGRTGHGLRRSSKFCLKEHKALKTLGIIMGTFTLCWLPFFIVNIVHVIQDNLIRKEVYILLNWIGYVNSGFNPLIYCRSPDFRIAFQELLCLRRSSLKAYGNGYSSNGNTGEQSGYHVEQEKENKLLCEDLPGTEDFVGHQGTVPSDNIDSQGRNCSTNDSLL
Coupling enz: qHTS Assay for Inhibitors of Fructose-1,6-bisphosphate Aldolase from Giardia Lamblia: Coupling assay counterscreen. coupling enzyme system counterscreen, AmpLite Red fluorescence. activity change, negative = inhibition, % at 58.2 µM, hits read low. 0.67% of 290,000 active. AID 2472, 2010; in the data active means activity change below about -30%
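Fluorescence at 525 nm excitation and 598 nm emission measured inhibition of the coupled detection system without aldolase. Compounds (at 57.5 uM final) were preincubated 10 min at room temperature with coupling enzyme reagent before a 20 min substrate/AmpLite Red step.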
Giardia kill: Small Molecules that selectively kill Giardia lamblia: qHTS. activity change, % at 7.66 µM, hits read low. AID 540267, 2011. Giardia lamblia trophozoite viability. 0.15% of 340,000 active; in the data active means activity change below about -80%; inconclusive means between about -30% and that limit;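 further: parasites exposed to compound for two days anaerobically before the ATP read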
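Killing of trophozoites was scored by loss of ATP luminescence after a 48 hrs anaerobic exposure to compounds at 37 deg C, using 100 cells per well.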
Eya2 phos inh: qHTS Assay for Inhibitors of the Phosphatase Activity of Eya2; 0.006% of 330,000 active; Potency, µM (top dose mostly 76.9 µM), for inactives: top-dose activity, negative = inhibition, hits mostly inhibitors; AID 488837, 2010; Protein phosphatase EYA2 (Homo sapiens), O00167; recombinant Eya2, OMFP fluorescence dephosphorylation (OMFP is methylfluorescein phosphate); further: potency means the concentration at half of the fitted maximal effect
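Eya2 protein (added as 0.2 uM solution) was preincubated with compound for 10 min at ambient temperature in 50 mM HEPES pH 7.5, 50 mM NaCl, 5 uM MgCl2, 0.05% BSA, 1 mM DTT. OMFP (added at 50 uM) then reacted 10 min; fluorescence read at 485/525 nm.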
* hit, by the source's call; ? = inconclusive; / = no result given; [ ] = another dose, or the depositor's remark. Unless noted, the call rests on the fitted dose curve; in most records, active means well fitted curve in the direction sought with a large enough effect; inconclusive means small, poorly fitted or top-dose-only effect, or another doubt; inactive means no such curve, though single readings can be large; an effect the other way counts as inactive or inconclusive. Unless noted, on the % scale 0 is the no-effect control and ±100 the full control effect.

entry	molecule	GALK inhibitor	uPA surface inh	hERG WT inh	KCNH2 3.1 block	BCR signal inh	USP2a inh	PKM2 act	B2AR arrestin	Coupling enz	Giardia kill	Eya2 phos inh
1	CC(C)(C)[C@@H]1COC(=O)[C@@H](NC(=O)OCC2c3ccccc3-c3ccccc32)C/C=C\C[C@@H](CC(=O)NCCO)C(=O)N1	/	-12.9%	0.6	1.3	1.1%	5.3%	/	-0.1%	/	12.6	8.2%
2	Cc1ccc(S(=O)(=O)/N=C(\Nc2cc(C)on2)c2ccc(Cl)cc2)cc1	/	6.9%	10.4	-0.3	-0.4%	6.0%	-13.0%	4.7%	-2.1	-5.7	-0.8%
3	CCC(C)NC(=O)CCS(=O)(=O)c1ccc(Br)s1 (stereo unspecified)	-0.6%	-0.1%	2.9	2.3	3.8%	0.8%	-0.3%	-4.4%	0.1	3.2	5.9%
4	CCC1=NN2C(=N)/C(=C/c3c(C)nn(-c4ccccc4)c3Cl)C(=O)N=C2S1	/	2.2%	0.1	-5.1	6.7%	2.4%	-0.2%	-0.2%	6.6	2.4	1.9%
5	Cc1cccc(C)c1NC(=O)C(Cl)=C(Cl)Cl	-0.7%	-12.7%	2.3	-13.6	2.2%	2.8%	-2.4%	0.1%	1.2	37.0[activator]	10.9%
6	COC(=O)CNC(=O)c1c(-c2ccccc2Cl)noc1C	-2.3%	2.7%	-2.5	-10.6	-0.6%	3.7%	-0.7%	0.0%	0.3	25.2	7.7%
7	Cc1ccc(OCc2ccc(-c3ccccc3)cc2)c([N+](=O)[O-])n1	-2.6%	-1.1%	1.7	-12.8	10.6%	-0.3%	-4.1%	0.1%	-2.3	-4.6	-1.7%
8	CCOc1ccc(/C=N/OCC(=O)NCc2ccc3c(c2)OCO3)cc1OC	-0.9%	-1.2%	-0.1	-2.9	-12.6%	0.3%	3.0%	-0.1%	1.6	6.0	-0.6%
9	O=C(Nc1ccc(CN2CCOCC2)cc1)c1cccc(-c2cc3ccccc3oc2=O)c1	1.2%	-1.9%	1.5	-8.5	0.2%	1.5%	-2.0%	-0.3%	-0.7	6.6	-8.6%
10	CS(=O)(=O)c1cccc(C(=O)OCC(=O)c2ccc3c(c2)OCCO3)c1	/	-0.6%	18.3	28.8	-1.0%	-1.6%	/	-0.2%	/	-15.0	-1.2%
11	Cc1cc(C)nc(SCNC(=O)c2ccc(F)cc2)n1	0.1%	-3.6%	1.3	-9.6	6.2%	1.9%	16.1%	0.2%	3.2	3.6	-1.9%
12	COc1ccc(CCn2c(=N)c(C(=O)NCC3CCCO3)cc3c(=O)n4ccccc4nc32)cc1OC (stereo unspecified)	5.0%	?	20.0	-15.9	?	-5.2%	/	0.7%	/	15.3	4.7%
13	Cc1[nH]n(C)c(=O)c1C(=O)c1c(-c2ccccc2Cl)noc1C	/	-10.0%	-9.1	34.0	?	-0.6%	0.6%	-0.4%	2.9	16.8	-5.0%
14	COc1nc(-c2ccncc2)nc2ccccc12	-4.9%	-4.4%	-10.8	-12.9	5.0%	2.3%	-8.5%	0.0%	0.0	-6.8	-0.1%
15	COc1cccc(CNC(=O)c2ccc(C)c(NC3=NC4CS(=O)(=O)CC4S3)c2)c1 (stereo unspecified)	/	-10.0%	-1.5	1.4	0.4%	3.1%	0.5%	0.0%	-0.3	-18.5	-8.6%
16	COc1cc(-c2c(-c3ccc4c(c3)OCO4)noc2-c2ccsc2)ccc1F	/	-16.3%	6.0	5.1	14.7%	1.0%	0.8%	0.4%	0.1	3.4	0.9%
17	COc1ccc2cc(C#N)c(SCC(=O)NNC(=O)Cc3ccccc3)nc2c1	-2.6%	8.5%	-0.9	6.5	5.1%	3.8%	-7.5%	0.3%	2.6	-7.4	11.0%
18	CCOc1cc(/C=C2\N=C(SCC)SC2=O)cc([N+](=O)[O-])c1OC(C)=O	-0.9%	3.4%	1.9	17.6	8.8%	-0.3%	-9.7%	0.1%	-2.1	-13.7	3.2%
19	O=C(c1nn2c(C(F)(F)F)cc(-c3cccs3)nc2c1Br)N1CCCc2ccccc21	-0.7%	0.4%	-1.4	-9.3	?	-0.6%	-1.6%	-0.1%	-2.5	-0.8	1.7%
20	CS(=O)(=O)Nc1ccc(S(=O)(=O)N2CCCC2)cc1	13.1%	0.6%	-0.3	7.5	14.4%	-0.1%	-3.5%	-0.3%	2.8	3.7	-0.9%
21	O=C(COC(=O)c1ncc(Cl)c(Cl)c1Cl)Nc1ccccc1OC(F)F	0.1%	5.5%	-11.1	-18.7	?	-0.6%	-4.6%	-0.5%	0.1	-20.6	1.3%
22	COc1ccc(/C=N/Nc2nc(-c3cccc(S(=O)(=O)N4CCCC4)c3)cs2)c(OC)c1	0.1%	2.6%	0.8	-7.5	-4.5%	2.0%	9.8%	-0.2%	2.7	5.2	-7.4%
23	Cc1ccc(N(C(C)C(=O)N2CCCCC2)S(C)(=O)=O)cc1C (stereo unspecified)	0.0%	1.4%	2.2	25.5	8.5%	1.5%	-3.8%	-0.1%	7.5	-2.1	-5.7%
24	O=C(c1cn(CC(=O)N2CCCCC2)c2ccccc12)C1CC1	8.2%	-1.2%	1.0	-0.6	1.3%	1.2%	-5.4%	0.1%	2.3	-5.9	1.4%
25	C[C@H](CO)N1C[C@H](C)[C@@H](CN(C)Cc2ccccc2)Oc2c(NC(=O)C3CC3)cccc2C1=O	/	-15.6%	9.2	-13.3	-0.6%	1.3%	/	0.3%	/	27.2	-19.2%
26	Cc1ccc(-n2nc3c(=O)n(CC(=O)NCc4ccccn4)nc(C)c3c2C)cc1	-3.2%	-10.9%	-14.1	-13.3	-6.2%	-0.6%	/	0.2%	/	-24.5	2.0%
27	O=C(c1cc(-c2ccc(Cl)cc2)n[nH]1)N1CCN(C(=O)c2ccco2)CC1	-0.7%	-0.3%	8.8	-20.5	0.5%	3.2%	-1.0%[0.46 µM]	0.2%	0.0	-5.6	3.2%
28	CCN(CC)C(=O)CSc1nc2ncc(Cl)cc2[nH]1	0.4%	0.4%	-4.3	4.9	8.0%	1.5%	9.4%	-0.9%	2.5	-7.3	-1.1%
29	Cc1cccc(C(=O)NCCC(=O)NCc2ccccc2F)c1	/	3.3%	-2.4	13.3	-1.7%	-2.7%	/	0.4%	/	-13.0	-9.4%
30	COC(=O)C1CSC(C(=O)OC)N1C(=O)CN1CCN(c2ccccc2)CC1 (stereo unspecified)	0.5%	3.2%	1.6	-0.4	2.6%	0.0%	-5.7%	0.0%	0.0	-17.8	?
31	O=C(Nc1ncc(Cc2cccc(Cl)c2)s1)c1ccc([N+](=O)[O-])cc1	-0.2%	-2.1%	-5.9	-34.9	-16.2%	1.9%	-0.5%	-0.4%	1.9	-1.9	-1.7%
32	COc1cc(OC)cc(C(=O)NNC(=O)c2ccc(S(=O)(=O)N3CC(C)OC(C)C3)cc2)c1 (stereo unspecified)	-1.0%	12.4%	-2.7	9.1	-1.3%	2.9%	7.2%	0.0%	7.9	8.7	11.6%
33	COc1cc(CC(=O)OCC(=O)c2ccc3c(c2)OCCO3)cc(OC)c1OC	-2.8%	-17.1%	-3.8	4.6	?	1.0%	0.1%	0.2%	1.7	-24.7	16.3%
34	S=C(c1c[nH]c2ccccc12)N1CCCC1	-0.8%	-3.2%	-36.1	-1.4	-1.2%	-0.5%	-1.0%	-0.6%	0.3	-20.1	3.6%
35	CCc1cc(/C(Cc2ccc3ccccc3n2)=N\O)c(O)cc1O	1.3%	-4.2%	-2.2	-25.2	?	-1.0%	-2.4%	0.9%	-4.0	-0.4	-13.6%
36	CCn1c(C)c(C(C)=O)c(N2CCN(c3ccccn3)CC2)nc1=S	5.4%	-8.5%	-8.9	3.6	/	/	0.1%	/	0.9	-3.7	/
37	Cc1c(Cl)cccc1NC(=O)Nn1cnnc1	-0.1%	9.2%	64.3	23.6	?	-1.2%	1.4%	-0.7%	0.3	-0.4	20.9%
38	COc1ccc(-c2csc(Nc3ccc(C)cn3)n2)cc1	1.8%	-19.9%	1.5	-16.1	2.1%	0.7%	6.6%	1.0%	0.5	-11.9	4.7%
